From PubChem
ABHD5-PLIN5 inh: ABHD5-PLIN5 interaction inhibitors, primary screen, cell lysate, split luciferase complementation, luminescence; Perilipin-5 (Homo sapiens) + 1-acylglycerol-3-phosphate O-acyltransferase ABHD5 (Homo …; Split G. princeps luciferase complementation, 4 h; inhibition, % at 4 µM; 360,000 tested, 0.78% active; AID 602281, 2012;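 active = inhibition above the mean inhibition across every tested compound plus 3 SD, cut at about 22% in these data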;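 also: 0% = DMSO only wells and the 100% control is not disclosed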
Target sequence (Q00G26 whole entry, looked up): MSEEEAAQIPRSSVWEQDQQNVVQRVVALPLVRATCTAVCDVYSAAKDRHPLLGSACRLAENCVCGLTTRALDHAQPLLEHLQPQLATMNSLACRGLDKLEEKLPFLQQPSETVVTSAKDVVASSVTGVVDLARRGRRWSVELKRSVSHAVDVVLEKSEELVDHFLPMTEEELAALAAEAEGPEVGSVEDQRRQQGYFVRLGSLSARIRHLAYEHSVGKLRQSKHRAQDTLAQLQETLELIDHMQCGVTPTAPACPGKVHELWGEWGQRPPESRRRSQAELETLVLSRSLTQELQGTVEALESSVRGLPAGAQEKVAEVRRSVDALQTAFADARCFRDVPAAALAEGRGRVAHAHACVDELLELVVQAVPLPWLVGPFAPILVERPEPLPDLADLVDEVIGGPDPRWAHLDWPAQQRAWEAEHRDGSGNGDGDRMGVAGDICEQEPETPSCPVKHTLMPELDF
Target sequence (Q8WTS1 whole entry, looked up): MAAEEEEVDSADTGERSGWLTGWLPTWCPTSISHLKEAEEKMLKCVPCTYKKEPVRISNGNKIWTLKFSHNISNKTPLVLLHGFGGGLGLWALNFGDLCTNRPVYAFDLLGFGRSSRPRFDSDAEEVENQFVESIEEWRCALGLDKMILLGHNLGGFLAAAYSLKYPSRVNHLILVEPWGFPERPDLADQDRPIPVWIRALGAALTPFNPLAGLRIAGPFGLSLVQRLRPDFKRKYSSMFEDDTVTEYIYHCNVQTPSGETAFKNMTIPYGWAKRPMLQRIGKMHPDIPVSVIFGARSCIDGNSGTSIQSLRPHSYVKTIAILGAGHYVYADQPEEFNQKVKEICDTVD
MC4R ag barr: MC4R agonists recruiting beta-arrestin, primary screen, cell-based, luminescence, agonist arm of biased-ligand search | U2OS MC4R beta-arrestin complementation; percent of melanotan II response, DMSO zero | Melanocortin receptor 4 (Homo sapiens), P32245 | activation, % at 8.9 µM | AID 540308, 2011 | 360,000 tested, 0.98% active;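 active = activation above a per-plate cutoff, the mean activation of sample wells on that plate plus 3 SD, cut at about 8% in these data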
HTR2A ag: mouse Htr2a agonists via beta-arrestin recruitment, primary screen, cell-based, luminescence | CHO-K1 mHTR2A beta-arrestin complementation; percent of 30 µM serotonin response | activation, % at 7.6 µM | 360,000 tested, 0.66% active | AID 624169, 2012;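 active = activation above a run cutoff, the mean activation of all tested compounds plus 3 SD, cut at about 14% in these data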;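 also: 0% = plate median of compound wells and 100% = 30 µM serotonin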
TLR9-MyD88 block: inhibitors of TLR9-MyD88 association in cells, primary screen, cell-based, CHO, BLA complementation, fluorescence; inhibition, % at 4.98 µM; CCF4 FRET ratio; 340,000 tested, 0.21% active;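 active = inhibition above the mean over all tested compounds plus 3 SD, cut at about 21% in these data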;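 also: 0% = DMSO only wells and 100% = clavulanate BLA inhibitor control wells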
ABCB6 inh 2: ABCB6 transporter inhibitors, primary screen, K562-ABCB6 cells, flow cytometry, MLPCN library; 360,000 tested, 0.19% active; ATP-binding cassette sub-family B member 6 (Homo sapiens), Q9NP58; fluorescence ratio to DMSO, % at 10 µM; K562-ABCB6 porphyrin accumulation, 1 h; active compounds read low;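 active = fluorescence ratio to DMSO below 75%, the collection mean minus 3 SD; inconclusive = too few cells collected in the well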;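 also: signal is porphyrin accumulated inside mitochondria; 100% equals median channel fluorescence of DMSO control wells; lower ratio means ABCB6 inhibition with less porphyrin fluorescence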
H9c2 protect: cardioprotection against H2O2-induced cell death, primary screen, uHTS, H9c2 cells, ATPLite luminescence; H9c2 cardiomyocytes, H2O2 injury protection, 2 h; protection from H2O2 cell death, % at 20 µM; 360,000 tested, 0.63% active; AID 588492, 2011;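 active = compounds giving at least 50% protection of heart cells from peroxide-induced death in the single-dose screen, raw or plate-pattern-corrected value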;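 also: 0% = DMSO wells with peroxide and 100% = DMSO wells without peroxide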
MC4R antag cAMP: MC4R antagonists of cAMP signaling, primary screen, cell-based, TR-FRET, antagonist arm of biased-ligand search | Melanocortin receptor 4 (Homo sapiens), P32245 | MC4R-expressing cells, MTII-stimulated cAMP, LANCE TR-FRET | inhibition, % at 6.5 µM | 360,000 tested, 0.48% active;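 active = inhibition above its plate's cutoff, the mean of tested wells on that plate plus 3 SD, cut at about 29% in these data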;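 also: 0% = Melanotan II alone and 100% = Melanotan II plus saturating MCL0020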
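Material: U2OS-MC4R stable cell line | Reagent: Melanotan II challenge after compound preincubation | Doses: One concentration, 6.5 µM nominal | Incubation: 30-min compound preincubation, 1-h Melanotan II challenge, 1-h detection, room temperature | Signal: TR-FRET cAMP assay | Replicates: One well per compound, no replicates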
NOD2 RIPK2 PPI: NOD2-RIPK2 binding disruptors in cells, primary screen, fluorescence, CHO cells, BLA complementation. CCF4 ratio. Receptor-interacting serine/threonine-protein kinase 2 (Homo sapiens), O43353. inhibition, % at 4.98 µM. 360,000 tested, 0.38% active; in the data active = inhibition above about 21%;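 also: 0% = vehicle only and 100% = reference blocker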
SRC2 inh: inhibition of GAL4-SRC2 driven luciferase reporter, primary screen, SRC2 inhibitor project, cell-based, luminescence. AID 651957, 2012. inhibition, % at 9 µM. 370,000 tested, 0.17% active. HEK293 GAL4-SRC2 luciferase reporter. Nuclear receptor coactivator 2 (Homo sapiens), Q15596;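 active = inhibition above the mean inhibition of all tested compounds plus 3 SD, set per campaign, cut at about 52% in these data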;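 also: 0% = DMSO treated cells and 100% = cells given Gossypol at 36 µM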
Glyco luc inh: increase of ERlucT glycosylation luciferase signal, primary screen, N-linked glycosylation inhibitor project, D54 ERlucT cells, luminescence, set 2. D54 ERlucT glycosylation luciferase reporter, 24 h; percent of 100 nM tunicamycin response. reporter increase, % at 12.5 µM. 360,000 tested, 0.23% active;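 active = mean luciferase reporter signal, scaled so untreated is 0 and the glycosylation-blocking control 100, at or above a set limit in every replicate; inconclusive = mean reaches the limit but not every replicate does; inactive = mean below the limit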;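 also: luciferase carries N-glycosylation sites so blocking glycosylation raises the light; 0% = median of neutral control wells and 100% = median of 100 nM tunicamycin wells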
Starred values were filed as active, the others as inactive; u = inconclusive; x = not tested or not shown. The list is partial; the hit share may differ from the screen's.

SMILES | HTR2A ag | MC4R ag barr | ABCB6 inh 2 | H9c2 protect | ABHD5-PLIN5 inh | NOD2 RIPK2 PPI | Glyco luc inh | MC4R antag cAMP | SRC2 inh | TLR9-MyD88 block
COc1ccc(N(C(=O)c2ccn[nH]2)C(C(=O)NC2CCCC2)c2ccc(F)cc2)cc1 (configuration not stated) | 0.0 | -0.4 | 101.0 | 4.9 | 3.8 | -6.2 | 0.5 | 19.1 | 18.1 | -5.8
Cc1ccsc1/C=N/n1c(COc2ccccc2)n[nH]c1=S | -3.8 | -2.4 | 102.0 | -8.1 | -10.6 | -4.3 | 2.9 | 8.5 | 3.8 | 0.4
O=C(Nc1ncc(Cc2cccc(Cl)c2Cl)s1)C1CCCO1 (configuration not stated) | -1.2 | 2.7 | 96.0 | -1.3 | 2.1 | -1.0 | -3.9 | 21.7 | -45.8 | -5.4
CCCSc1nnc(NC(=O)Cc2ccc(OC)c(OC)c2)s1 | 0.7 | -1.4 | 95.0 | -3.0 | -0.9 | -8.9 | 0.7 | 1.1 | 22.0 | 3.2
CCOC(=O)C1CCN(C(c2cccc(OC)c2)c2sc3nc(C)nn3c2O)CC1 (configuration not stated) | 0.6 | -0.8 | 100.0 | 9.9 | 4.5 | -4.9 | 1.4 | 9.4 | 1.2 | 10.0
COc1ccccc1C(C)NCC(=O)Nc1c(F)cccc1F (configuration not stated) | -3.6 | -0.3 | 97.0 | 2.2 | -3.2 | -10.6 | 0.6 | 16.4 | -2.5 | -6.2
COc1ccc(-c2ccc(C(=O)NCc3ccc(N(C)C)cc3)c3occc23)c(C)c1 | -5.7 | -0.8 | 94.0 | -10.3 | 4.5 | -8.1 | -7.6 | 19.3 | -29.6 | x
O=C(CSc1nc2ccccc2s1)Nc1ccc2c(c1)OCO2 | 3.7 | 0.7 | 84.0 | -17.7 | -6.1 | 8.4 | -2.1 | -8.8 | -77.6 | 9.3
N#CCC(=O)Nc1ccc(C(=O)OCC(=O)c2c[nH]c3ccccc23)cc1 | -5.2 | 1.0 | 97.0 | -5.1 | -6.2 | -1.6 | -3.9 | 19.1 | -11.0 | -7.2
CC[C@@H]1[C@H]2CCCC(=O)N3CC[C@@H](C[C@@H]1OC(=O)Nc1ccccc1)[C@@H]23 | -5.7 | -1.1 | 103.0 | -1.0 | -0.6 | 9.0 | -1.1 | 10.3 | 17.9 | -9.2
Cc1cc(C)cc(N(CC(=O)Nc2ccc(C(F)(F)F)cc2)S(=O)(=O)c2c(C)[nH]c(=O)[nH]c2=O)c1 | 11.6 | -1.4 | 107.0 | 0.7 | -2.8 | 0.2 | -0.9 | 2.8 | -7.9 | 7.4
CCCc1cc(N2CCCC(C(=O)Nc3ccc(OC)cc3OC)C2)n2ncnc2n1 (configuration not stated) | -0.9 | -1.7 | 100.0 | -2.1 | 3.9 | -8.8 | 1.7 | 7.9 | 6.4 | -3.4

The listing continues:
SMILES | HTR2A ag | MC4R ag barr | ABCB6 inh 2 | H9c2 protect | ABHD5-PLIN5 inh | NOD2 RIPK2 PPI | Glyco luc inh | MC4R antag cAMP | SRC2 inh | TLR9-MyD88 block
CC(=O)NCCc1nc2ccccc2n1Cc1ccc(Cl)cc1 | -7.0 | -4.3 | 99.0 | 1.3 | -8.0 | 7.5 | -0.1 | -0.2 | -2.5 | -4.0
COC(=O)CSc1nnc(NC(=O)CCc2ccccc2)s1 | 2.3 | 0.1 | 88.0 | -3.5 | 12.1 | -7.4 | 4.4 | -19.3 | 7.1 | 8.1
c1cc2c(cc1C1CCCN1)OCCCO2 (configuration not stated) | -0.9 | 0.2 | 94.0 | 1.0 | 5.5 | 6.5 | -1.6 | 1.0 | -6.2 | 10.7
O=C(O)CCc1ccc(-c2ccccc2)n1-c1cccc(C(=O)O)c1 | -2.3 | -2.2 | 99.0 | 6.7 | 8.7 | 1.6 | 0.9 | -3.1 | -37.3 | 5.7
CCOC(=O)c1c(C)nc2ccc(Cl)cc2c1-c1ccccc1 | -5.2 | 2.1 | 98.0 | 0.9 | -3.9 | 7.1 | -2.8 | 6.6 | -13.2 | 3.1
O=C(C[C@H]1C[C@H](C(=O)N2CCCCC2)[C@@]2(CCc3ccccc3)c3[nH]c4ccc(Cl)cc4c3CCN2C1=O)NCc1ccco1 | -0.9 | 0.7 | 97.0 | -2.0 | 6.0 | 14.2 | 6.4 | 7.5 | 25.0 | -0.4
O=C(NC1CC1)c1ccccc1 | -2.7 | -1.5 | 102.0 | -3.3 | -5.2 | 2.8 | 2.2 | -7.2 | 2.3 | -3.7
Cc1oc2c(CN3CCCCC3C)c(O)ccc2c(=O)c1-c1ccccc1 (configuration not stated) | -7.8 | -0.1 | 105.0 | 1.8 | -2.3 | 4.4 | -0.2 | -5.5 | -15.4 | 2.2
COc1ccc(CCNC(=O)c2ccc(NS(=O)(=O)c3ccc4[nH]c(=O)[nH]c4c3)cc2)cc1 | -6.9 | -2.4 | 104.0 | -3.1 | 7.7 | -5.4 | 1.0 | 2.2 | 4.4 | 3.8
Cc1ccc(CNC(=O)CSc2ccc(-c3ccco3)nn2)cc1 | -2.5 | -1.5 | 84.0 | -2.1 | 1.1 | -2.5 | -1.7 | 0.2 | 2.4 | 0.0
O=C(CSC1=NS(=O)(=O)c2cc(F)ccc2N1)Nc1ccc(F)cc1 | 5.4 | -3.6 | 96.0 | -1.3 | -0.4 | -11.2 | 2.6 | 10.9 | -2.1 | -3.4
O=C(CNC(=O)N1CC(=O)Nc2ccccc21)Nc1ccccc1F | 0.8 | -1.4 | 106.0 | 1.1 | -0.8 | -5.7 | 4.2 | 17.2 | -1.2 | -7.6

(listing goes on)
SMILES | HTR2A ag | MC4R ag barr | ABCB6 inh 2 | H9c2 protect | ABHD5-PLIN5 inh | NOD2 RIPK2 PPI | Glyco luc inh | MC4R antag cAMP | SRC2 inh | TLR9-MyD88 block
O=C(N/N=C/c1ccc(OCC(=O)N2CCCCC2)cc1)c1ccccc1O | 0.6 | -0.5 | 96.0 | -5.1 | -4.8 | -0.8 | 0.9 | 0.8 | 9.4 | -11.3
CN1C(=O)/C(=C/c2ccc(OCc3ccc(C(=O)O)cc3)c(Cl)c2)NC1=S | -1.6 | -1.4 | 104.0 | -2.9 | -1.2 | -7.4 | -1.5 | 5.1 | 17.2 | -7.6
O=C(NCCCN1CCOCC1)c1cccc(S(=O)(=O)Nc2ccccc2Cl)c1 | 3.4 | -1.9 | 91.0 | 4.5 | 0.6 | 0.4 | 2.1 | 8.4 | -14.1 | -5.6
CCCCCOC(=O)C1=C(C)Nc2ncnn2C1c1cccs1 (configuration not stated) | -0.2 | 2.1 | 90.0 | 5.9 | -6.0 | 4.6 | -1.1 | 5.3 | -9.6 | -8.2
O=C(COc1ccc(Cl)cc1Br)NC(=O)NCc1ccccc1 | -1.8 | 2.9 | 97.0 | -6.8 | -8.5 | -1.2 | 2.4 | -6.0 | -23.9 | 3.0
COc1ccccc1NC(=O)N1CCC(c2nc3cc(C)c(C)cc3[nH]2)CC1 | -13.3 | -1.8 | 105.0 | -3.3 | -0.4 | 7.7 | u | -10.5 | -4.2 | 0.4
COc1ccc(NC(=O)CN(C)C(=O)c2cc(-c3cccs3)nn2-c2ccccc2)cc1 | 6.3 | -1.9 | 102.0 | 30.8 | -6.2 | -0.1 | -0.4 | -2.9 | -1.0 | -4.1
Cc1cccn2c(=O)c3cc(S(=O)(=O)c4ccc(Br)cc4)c(=N)n(C4CCCC4)c3nc12 | -1.3 | -1.3 | 99.0 | -4.8 | -7.1 | -7.0 | 10.9 | 11.2 | 1.0 | 6.8
CC(C)c1ccc(OCc2nnc(SCC(=O)N3CCCCC3)o2)cc1 | -3.5 | -0.8 | 97.0 | -3.8 | -8.2 | -5.6 | -1.3 | -2.7 | -33.7 | -7.2
O=C1CC(=O)Nc2ccccc2N1 | 2.0 | -0.4 | 92.0 | 12.6 | -3.6 | -6.9 | 0.7 | 1.9 | -4.0 | 8.3
Cc1ccc(C(C)NC(=O)c2c(C)noc2C)cc1C (configuration not stated) | -5.9 | -0.6 | 108.0 | 3.5 | 7.1 | 3.2 | 1.3 | -5.6 | 5.6 | -0.3
O=C(O)c1cc(N=Nc2c(O)ccc3ccccc23)cc(C(=O)O)c1 | 4.4 | -0.9 | 106.0 | -2.6 | 5.4 | -1.4 | 0.8 | -4.5 | 9.7 | -1.2

Just H9c2 protect (two entries from above):
molecule,H9c2 protect
Cc1ccc(C(C)NC(=O)c2c(C)noc2C)cc1C (configuration not stated),3.5
O=C(O)c1cc(N=Nc2c(O)ccc3ccccc23)cc(C(=O)O)c1,-2.6

Additional records
SMILES | HTR2A ag | MC4R ag barr | ABCB6 inh 2 | H9c2 protect | ABHD5-PLIN5 inh | NOD2 RIPK2 PPI | Glyco luc inh | MC4R antag cAMP | SRC2 inh | TLR9-MyD88 block
Cc1ccc(S(C)(=O)=NC(=O)NC(=O)c2c(Cl)cccc2Cl)cc1 (configuration not stated) | 1.8 | -1.6 | 101.0 | -4.2 | -1.6 | 0.2 | -0.1 | 2.0 | -20.2 | 13.9
O=C(CN1C(=O)NC(Cc2c[nH]c3ccccc23)C1=O)Nc1cccc(S(=O)(=O)N2CCCCCC2)c1 (configuration not stated) | 2.1 | -0.1 | 97.0 | -5.2 | 12.2 | -1.5 | -3.5 | -0.4 | 17.6 | 8.8
O=C(c1ccco1)N1CCN(Cc2cn[nH]c2-c2cccc3ccccc23)CC1 | 2.6 | -0.7 | 101.0 | 1.8 | -0.8 | 2.2 | 0.0 | 24.5 | 0.4 | 3.0
COc1ccccc1NC(=O)COc1ccc(/C=N/NC(=O)CSCc2ccc(Cl)cc2)cc1 | 7.2 | 2.7 | 104.0 | -11.2 | -2.4 | 2.5 | 0.8 | 8.8 | -19.9 | 7.3
COc1ccc2nc(-c3ccccc3)nc(SC)c2c1 | -2.4 | -2.0 | 98.0 | -16.6 | 2.1 | 1.8 | 3.9 | 3.6 | -17.9 | -2.1
Nc1c(Br)cc2c(c1Br)C(O)c1ccccc1-2 (configuration not stated) | 1.5 | 1.2 | 98.0 | 1.0 | -7.9 | 2.0 | -8.0 | 6.2 | -18.6 | -15.7
